PhoP GFP inhibition – PhoP regulon inhibitors, Salmonella typhi PhoP promoter GFP reporter, confirmatory (AID 1850). Salmonella Typhi PhoP-promoter GFP reporter, fluorescence, 4 h; higher % means a stronger effect. inhibition, % at 50 µM; hits with a dose series show IC50 in µM. hit rate 0.33% among 310,000; in the data active means a potency from the dose series; inconclusive means inhibition mostly from about 25% at the one dose, without a potency; inactive means the rest, 99 in 100 with inhibition below about 19%;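 further: 0% = induced wells with vehicle and 100% = uninduced wells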
influenza NS1A – H1N1 influenza NS1A inhibitors, functional cell based assay (AID 504329); NS1A functional cell-based assay, percent inhibition; higher % means a stronger effect; hit rate 0.3% among 340,000; inhibition, % at 12.5 µM; hits with a dose series show IC50 in µM; in the data active means a potency from the dose series; inconclusive means inhibition above about 27% without an active follow-up result; further: strong numbers were not always called active
M. tuberculosis – growth inhibition of non-replicating M. tuberculosis (AID 488890). hit rate 0.39% among 320,000. Mycobacterium tuberculosis non-replicating, growth inhibition; higher % means a stronger effect. one-dose inhibition, % at 25 µM; IC50 in µM for titrated hits; in the data active means a potency from the dose series; inconclusive means inhibition mostly from about 82% at the one dose, without a potency; inactive means the rest, 99 in 100 with inhibition below about 76%;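 further: plate controls were DMSO cells for no effect and high antibiotic wells for full effect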
inhibitors of VEEV – inhibitors of VEEV TC-83 cytopathic effect, confirmation, Vero cells (AID 588727) | Vero cells, VEEV TC-83 cytopathic effect inhibition; higher % means a stronger effect | inhibition, % at 20 µM, or IC50 in µM where a hit was titrated | hit rate 0.13% among 350,000; in the data active means a potency from the dose series; inconclusive means inhibition mostly from about 14% at the one dose, without a potency; inactive means the rest, 99 in 100 with inhibition below about 12%; further: strong numbers were not always called active
H37Rv inhibition – M. tuberculosis growth inhibition, HTS (AID 449762); hit rate 0.59% among 330,000; one-dose inhibition, % at 25 µM; IC50 in µM for titrated hits; M. tuberculosis H37Rv growth inhibition, 7H9 media; higher % means a stronger effect; in the data active means a potency from the dose series; inconclusive means inhibition above about 70% without an active follow-up result;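 further: bacterial growth assessed after seven days of incubation; strong numbers were not always called active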
* = called active by the depositor; i = inactive; ? = inconclusive; . = no result given.

Values run as follows: M. tuberculosis | influenza NS1A | PhoP GFP inhibition | H37Rv inhibition | inhibitors of VEEV
CCOC(=O)N1CCN(C(=O)c2cc(COc3cccc(C(F)(F)F)c3)on2)CC1
    45% | 5% | -3% | 63% | 4.0%
O=C(CSc1nccc(=O)[nH]1)Nc1cccc(S(=O)(=O)N2CCOCC2)c1
    -6% | -5% | -1% | -1% | 1.1%
COc1ccc(CNC(=O)C(C)N(Cc2ccco2)C(=O)c2snc(C(N)=O)c2N)cc1 (configuration not stated)
    4% | -7% | 0% | 2% | 0.8%
COC(=O)CN1C(=O)[C@@H]2[C@H](C1=O)[C@@H]1CC(C(=O)OC)=C[C@@H](C(=O)OC)[C@@H]3C1=C(C(=O)[C@@]3(C)NC(=O)c1ccccc1)[C@@H]2C
    -10% | -4% | 4% | -2% | 0.7%
CC(C)(C)NC(=O)C1Cc2ccccc2CN1 (configuration not stated)
    -26% | 3% | 3% | -4% | i
Cc1nnc(N2C(=O)C(=O)/C(=C(\O)c3ccc4c(c3)CC(C)O4)C2c2ccccc2)s1 (configuration not stated)
    7% | 3% | -2% | 5% | 0.3%
COc1ccc(N2CCN(C(=O)CNS(=O)(=O)c3ccc(Br)s3)CC2)cc1
    0% | 6% | 0% | -4% | 0.6%
Cn1c2ccc(F)cc2c2ncn(CCN3CCOCC3)c(=O)c21
    0% | 0% | -7% | 0% | 6.3%
CN(Cc1c(C(=O)N/N=C/c2ccccc2F)nnn1-c1nonc1N)c1ccccc1
    -2% | 7% | 7% | -5% | 2.0%
COc1ccc(NC(=O)c2cc(S(=O)(=O)N3CCCCC3)c[nH]2)cc1Cl
    2% | 2% | -16% | -1% | 3.6%
CCN(CC(=O)Nc1c(F)cccc1F)C(=O)Cn1c(=O)cnc2ccccc21
    -1% | -4% | . | -10% | 1.6%
CC(C)Cn1[nH]c2c3c(ccc2c1=O)C(=O)c1ccccc1C3=O
    28% | 17% | -6% | 93% | 8.7%
CCC(CC)c1nnc(NC(=O)c2cccnc2SC)s1
    18% | -10% | -14% | -3% | 1.8%
CCCn1ncc(CN2CCC(CO)(Cc3ccc(OC)cc3)CC2)c1C
    6% | . | -5% | 2% | 0.3%
COCCNC(=O)CN(C(=O)CCC(=O)Nc1ccccn1)c1ccc(C)cc1
    -7% | -1% | 2% | -7% | 0.4%
CCN1CCN(C(c2cccs2)C(C)NS(=O)(=O)c2ccc(C)cc2)CC1 (configuration not stated)
    11% | 7% | -5% | 14% | 0.1%
O=C(Nc1ccccc1)C1C2CCC3C(CCC21)C3(Cl)Cl (configuration not stated)
    6% | -5% | 1% | 5% | 4.7%
Fc1ccccc1COc1ccc(Br)cc1CNCC1CCCO1 (configuration not stated)
    34% | 1% | -1% | -5% | 0.2%
COc1cc(CNCCc2ccc(F)cc2)ccc1OCc1ccc(Cl)nc1
    73% | -8% | 11% | 3% | 10%
CC/C(=N\Nc1ccc([N+](=O)[O-])cc1[N+](=O)[O-])c1ccc(O)cc1
    13% | 11% | -2% | -2% | 1.1%
O=C(O)CSCC(=O)N1CCN(S(=O)(=O)c2ccccc2)CC1
    -5% | -2% | 7% | -1% | 0.7%
COc1ccc(/C=N/NC(=O)c2cc[n+]([O-])cc2)cc1
    34% | 2% | -13% | -18% | 2.6%
O=S(=O)(c1ccc(F)cc1)N1CCN(C(=S)NCc2ccco2)CC1
    -2% | 5% | 5% | -8% | 2.1%
O=C(c1ccccc1CCc1ccccc1)N1CCOCC1
    3% | -2% | -1% | 0% | i
Cc1cccc(NC(=O)CCNS(=O)(=O)c2cccc3nsnc23)c1
    -8% | -4% | -1% | 4% | 2.7%
Cc1ccc(C(=O)CNc2ccc(Br)cc2)cc1
    72% | -18% | -2% | 3% | i
Cc1ccoc1C(=O)N1CCCC(CCC(=O)N2CCN(c3ccccn3)CC2)C1 (configuration not stated)
    -11% | 4% | 2% | -7% | i
CCc1ccc(OCC(=O)NNC(=O)C2CCC2)cc1
    66% | -3% | -1% | -1% | 0.9%
CSc1ccc(/C=C/C(=O)OCC(=O)NC(C)C)cc1
    34% | . | -9% | 52% | 1.9%
O=S(=O)(c1cccc(F)c1)N1CCN(Cc2ccc3c(c2)OCO3)CC1
    -8% | -11% | -13% | -2% | i
CC(C)NCCOCCOc1ccc(Cl)cc1Br
    18% | -9% | -1% | -4% | 0.5%
Cc1cc(C)c(NC(=O)CCCOC(=O)C2=COCCO2)c(C)c1
    -6% | -23% | 8% | 2% | i
C[C@H](CO)N1C[C@H](C)[C@@H](CN(C)CC2CCCCC2)Oc2c(NS(=O)(=O)c3cn(C)cn3)cccc2C1=O
    -1% | 5% | . | -5% | 0.1%
O=C(CCN1C(=O)C2C3C=CC(C4CC34)C2C1=O)Nc1ccc(Cl)cc1O (configuration not stated)
    0% | 0% | -4% | -13% | 1.2%
CC(=O)[C@@H]1[C@@H](C(=O)c2ccc(C)cc2)[C@]2(C(=O)Nc3ccccc32)[C@H]2C=Cc3cc(F)ccc3N12
    55% | 9% | -9% | -17% | 9.9%
O=C(O)C12CC3CC(C1)CC(n1cnc(Cl)n1)(C3)C2
    -4% | 8% | 4% | -9% | i
Cc1oc(CN2CCOCC2)cc1C(=O)O
    -10% | -6% | 4% | -11% | 2.6%
O=c1[nH]cnc2c1cnn2Cc1ccccc1Cl
    -12% | -10% | 10% | -1% | i
O=C(/C=C/c1ccccc1)NC1CCS(=O)(=O)C1 (configuration not stated)
    -3% | -4% | -4% | -19% | 0.3%
COC(=O)N/N=C/c1c(C)cc(C)cc1C
    12% | -6% | -10% | -7% | 0.3%

Filtered by structure, the compounds so far containing a thiophene ring, fused or not
Values run as follows: M. tuberculosis | influenza NS1A | PhoP GFP inhibition | H37Rv inhibition | inhibitors of VEEV
COc1ccc(N2CCN(C(=O)CNS(=O)(=O)c3ccc(Br)s3)CC2)cc1
    0% | 6% | 0% | -4% | 0.6%
CCN1CCN(C(c2cccs2)C(C)NS(=O)(=O)c2ccc(C)cc2)CC1 (configuration not stated)
    11% | 7% | -5% | 14% | 0.1%

The results go on.
Values run as follows: M. tuberculosis | influenza NS1A | PhoP GFP inhibition | H37Rv inhibition | inhibitors of VEEV
CCN(CC(=O)NCc1cccs1)C(=O)c1ccc(Cl)c(Cl)c1
    8% | -18% | . | 8% | 3.3%
COc1ccc(NC(=O)c2cc(-c3ccccc3)on2)cc1
    40% | -5% | -8% | -7% | i
OC(COc1ccc2c(c1)OCO2)CN1CCc2ccccc2C1 (configuration not stated)
    2% | -4% | 7% | 2% | i
O=C(O)C1c2ccccc2C(=O)N(Cc2ccc(F)cc2)C1c1ccncc1 (configuration not stated)
    -4% | . | -3% | -2% | 2.2%
O=C(CSc1ccc2ccccc2n1)Nc1nsc(-c2ccc(Cl)cc2)n1
    -27% | -3% | -5% | -5% | 1.1%
N#Cc1cccnc1N1CCN(C(=O)c2cccc3c2C(=O)c2ccc(-c4ccc(Cl)c(C(F)(F)F)c4)cc2S3(=O)=O)CC1
    14% | 8% | . | 6% | 0.5%
Cc1ccc(CN2CCS(=O)(=O)CC2)cc1
    -9% | 10% | 1% | -8% | 0.8%
COc1ccccc1CCN1CCCC(CN(C)C(=O)c2ccoc2)C1 (configuration not stated)
    10% | -1% | 2% | 4% | i
CN(Cc1ccccc1)C(=O)c1ccccc1NC(=O)c1ccco1
    -2% | -1% | 6% | -1% | 0.5%
CCOC(=O)/C(=C/Nc1ccc(F)cc1)[N+](=O)[O-]
    -3% | 0% | -9% | -3% | 1.5%
O=C1C(NS(=O)(=O)c2ccc(Br)cc2)=C(N2CCCCC2)C(=O)c2ccccc21
    51% | 15µM* | -13% | 8% | 5.0%
O=C1CCCN2N=C(SCC(=O)Nc3nc4ccccc4s3)SC2=N1
    -10% | -1% | -29% | -2% | 0.7%
O=C(COc1ccc(S(=O)(=O)N2CCOCC2)cc1)Nc1ccccc1Cl
    7% | 3% | -3% | 3% | 1.5%
CCOc1cc(NC(=O)C2CC2)c(OCC)cc1NC(=O)c1cc(OC)c(OC)c(OC)c1
    7% | 6% | 2% | 2% | 0.6%
O=C(Nc1cc(S(=O)(=O)N2CCCCC2)ccc1N1CCOCC1)c1ccc(C(F)(F)F)cc1
    10% | 2% | . | 1% | 5.2%
CC(=O)Oc1ccc(C(=O)[C@H]2[C@H]3C(=O)N(c4ccc5ccccc5c4)C(=O)[C@H]3[C@@H]3C=CC=NN32)cc1
    3% | 0% | -11% | 57% | i
CSc1ccc(CN(C)CC(=O)NCCc2ccccc2)cc1
    58% | -9% | -1% | -3% | 0.3%
COC(=O)C1(C)NC(c2ccccc2OC)C2C(=O)N(c3ccccc3)C(=O)C21 (configuration not stated)
    -11% | -2% | -7% | 1% | 0.8%
COc1cc(CC(=O)OCC(=O)Nc2ccc(N(C)C)cc2)cc(OC)c1OC
    35% | -3% | . | 8% | 1.6%
Cc1ccc(N2CCCC2=O)cc1S(=O)(=O)N1CCOCC1
    -16% | -2% | -6% | 2% | i

Laid out differently: six of the compounds above
smiles	M. tuberculosis	influenza NS1A	PhoP GFP inhibition	H37Rv inhibition	inhibitors of VEEV
O=C(CSc1ccc2ccccc2n1)Nc1nsc(-c2ccc(Cl)cc2)n1	-27%	-3%	-5%	-5%	1.1%
CCN(CC(=O)NCc1cccs1)C(=O)c1ccc(Cl)c(Cl)c1	8%	-18%	.	8%	3.3%
CC(=O)Oc1ccc(C(=O)[C@H]2[C@H]3C(=O)N(c4ccc5ccccc5c4)C(=O)[C@H]3[C@@H]3C=CC=NN32)cc1	3%	0%	-11%	57%	i
O=C(O)C1c2ccccc2C(=O)N(Cc2ccc(F)cc2)C1c1ccncc1 (configuration not stated)	-4%	.	-3%	-2%	2.2%
Cc1ccc(N2CCCC2=O)cc1S(=O)(=O)N1CCOCC1	-16%	-2%	-6%	2%	i
OC(COc1ccc2c(c1)OCO2)CN1CCc2ccccc2C1 (configuration not stated)	2%	-4%	7%	2%	i

Remaining list, next part.
Values run as follows: M. tuberculosis | influenza NS1A | PhoP GFP inhibition | H37Rv inhibition | inhibitors of VEEV
CC1(C)CC(N2CCN(c3ccccc3)CC2)=CC(=[N+]2CCCC2)C1
    32% | -3% | 39% | -3% | i
CS(=O)(=O)Cc1nc2ccccc2oc1=O
    3.2µM* | -5% | 3% | ? | 6.9%
O=C(Nc1ccccc1C(=O)OCC(=O)c1c[nH]c2ccccc12)c1ccco1
    9% | -3% | -24% | -1% | 8.4%
CC1CCc2nc3ccc(S(=O)(=O)N4CCC(C(=O)N5CCCCCC5)CC4)cc3c(C(=O)O)c2C1 (configuration not stated)
    -13% | 6% | -20% | 2% | 0.7%
Cc1ccc(SCC2(O)CCN(S(=O)(=O)c3ccc(Cl)cc3)CC2)cc1
    42% | -4% | -10% | -5% | i
CCCCC(CC)C(=O)Nc1ccc(S(=O)(=O)N2CCCC2)cc1 (configuration not stated)
    7% | -1% | -1% | 13% | 2.1%
O=C(COc1ccccc1-c1ccccc1)NCc1ccco1
    15% | . | 8% | ? | 7.8%
CCn1c(CCNC(=O)c2cccs2)nnc1SCC(=O)NC1CCCCC1
    -10% | 1% | 7% | -3% | 2.8%
Cc1cc(C)n2nc[n+](C)c2n1
    18% | 6% | 15% | 2% | i
CCCCN(C)Cc1cc(=O)oc2ccc3ccccc3c12
    -1% | -7% | -7% | 11% | 0.7%
O=C(Oc1ccc(OC(=O)N2CCCCC2)cc1)N1CCCCC1
    2% | . | -2% | -8% | .
Cc1c(C#N)c(O)n(CCO)c(=O)c1N=Nc1ccccc1
    14% | 3% | 4% | -7% | 0.2%
Cc1ccccc1-c1nc(CN2CCC(C(=O)NCCCN3CCCC(C)C3)CC2)c(C)o1 (configuration not stated)
    -11% | 8% | 1% | 4% | 9.4%
Cc1noc(C)c1CS(=O)(=O)c1ccc(Br)cc1
    -11% | -14% | 4% | -17% | 0.1%
CCc1cc(C(=O)COc2ccccc2F)c(O)cc1O
    9% | 0% | -4% | -1% | i
Cc1nn(C)cc1S(=O)(=O)Nc1ccc(F)c(F)c1
    15% | -5% | -2% | -7% | 1.0%
COc1ccc(OC(=O)c2cn(C)nc2C(F)(F)F)cc1
    . | -3% | 4% | 1% | 5.3%
Cn1c2ccc(F)cc2c2nc3ccccc3nc21
    77% | -14% | -12% | -2% | 7.5%
Cc1ccc(C)c(OCCCC(=O)N2CCOCC2)c1
    -25% | 8% | -6% | 0% | 1.2%
CCOC(=O)C1=C(C)N=c2s/c(=C\c3ccc(O)c([N+](=O)[O-])c3)c(=O)n2C1c1ccccc1OC (configuration not stated)
    46% | 14% | -3% | 2% | i
CCn1ncc(Br)c1C(=O)Nc1cc(C)cc(C)c1
    . | -7% | 2% | -2% | 1.6%

Screens: PubChem, Southern Research Specialized Biocontainment Screening Center
